HEK293 NOD2/NF-kB = inhibition of NOD2-driven NF-kB reporter – cell-based, luminescence, uHTS, HEK293 (AID 1566). HEK293 NOD2/NF-kB luciferase reporter, luminescence; higher % means a stronger effect. one-dose inhibition, % at 4 µM; EC50 in µM for titrated hits. 0.63% of 290,000 active; note: many of its hits are not listed in these tables
LYP phosphatase = PTPN22 lymphoid phosphatase activity blockers – biochemical, fluorescence intensity, uHTS (AID 1779) | recombinant LYP phosphatase, fluorescence intensity; higher % means a stronger effect | 0.054% of 290,000 active | inhibition, % at 11.5 µM; hits with a dose series show IC50 in µM;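 note: plate controls were vehicle with enzyme for no effect and no enzyme for full effect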
NOD1 inhibition = NOD1 signaling inhibitors, primary screen, cell-based, luminescence, uHTS (AID 1578); inhibition, % at 4 µM; hits with a dose series show EC50 in µM; 1% of 290,000 active; NOD1-driven NF-kB luciferase reporter cells, luminescence; higher % means a stronger effect; in the data active = inhibition mostly above about 36%, no sharp cut-off; inactive = mostly below about 34%;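 note: HEK-293T reporter cells stimulated with the NOD1 agonist gamma-tri-DAP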
XIAP displacement = XIAP antagonists, biochemical, IAP family, fluorescence polarization (AID 1018) | XIAP BIR domain, fluorescence polarization peptide displacement; higher % means a stronger effect | one-dose displacement, % at 20 µM; IC50 in µM for titrated hits | 0.007% of 200,000 active; in the data active = displacement above about 50%; note: a part of the inactive calls stands beside numbers as strong as those of hits
TNAP activators = stimulation of alkaline phosphatase TNAP activity – biochemical, luminescent, no phosphate acceptor, uHTS, primary screen (AID 1001); purified TNAP, luminescent activation assay, no phosphate acceptor; higher activation fold means a stronger effect; activation fold at 20 µM; hits with a dose series show EC50 in µM; 0.03% of 200,000 active; in the data active = activation fold from about 3, or a potency from the dose series; inactive = the rest, 99 in 100 with activation fold below about 1.6; note: many of its hits are not listed in these tables
PMI inhibitors = inhibitors of human PMI, primary screen, biochemical, fluorescence intensity, coupled assay (AID 1209). purified PMI enzyme, coupled fluorescence intensity; higher % means a stronger effect. inhibition, % at 20 µM, or IC50 in µM where a hit was titrated. 0.42% of 190,000 active;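 note: plate controls were DMSO vehicle for no effect and wells lacking substrate for full effect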
PMI inhibition = human PMI inhibitors, high substrate, primary screen, biochemical, fluorescence intensity, high mannose 6-phosphate (AID 1220). 0.66% of 190,000 active. recombinant PMI enzyme, coupled fluorescence intensity; higher % means a stronger effect. inhibition, % at 20 µM, or IC50 in µM where a hit was titrated
KOR beta-arrestin-1 = KOR agonists, beta-arrestin recruitment, primary screen, cell-based, luminescence, uHTS (AID 1777); KOR beta-arrestin recruitment, luminescence; higher % means a stronger effect; activation, % at 10 µM; hits with a dose series show EC50 in µM; 0.02% of 280,000 active; in the data active = activation above about 50%, passing the limit was not always enough; note: a part of the inactive calls stands beside numbers as strong as those of hits
KOR beta-arrestin-2 = KOR antagonists, beta-arrestin recruitment, cell-based, luminescence, uHTS (AID 1778); KOR beta-arrestin recruitment, luminescence, antagonist mode; higher % means a stronger effect; inhibition, % at 10 µM, or IC50 in µM where a hit was titrated; 0.091% of 290,000 active; note: strong numbers were not always called active
Active calls of the source: *; nt = no result given; [ ] = another dose, or the depositor's remark. Cut-off read from the data, not from the text of the source, unless noted: active = inhibition above about 50%; inactive = the rest.

1	Nc1ccccc1C(=O)N=Nc1[nH]c(N)c2ccccc12
2	O=C(O)c1c(C(=O)O)c(-c2ccc(Cl)c(Cl)c2)n2c1CSC2
3	CC(=O)Nc1cccc(OCc2ccc(S(=O)(=O)Cc3ccccc3)cc2)c1
4	Fc1ccc(Cc2nnc(-c3cccs3)o2)cc1
5	O=C1NN=C(c2ccccc2)CC1c1ccc(Cl)cc1Cl (stereo not given)
6	O=C(O)c1cc([N+](=O)[O-])ccc1NCc1ccccc1
7	COc1ccc(OCC(=O)Nc2ccc3c(c2)nc(CCN2CCC(C)CC2)n3C)cc1
8	Cc1c(C(=O)c2ccc(F)cc2)c2ccccn2c1CCc1ccccn1

screen / no.,1,2,3,4,5,6,7,8
HEK293 NOD2/NF-kB,-61%,8%,-7%,0%,-7%,20%,7%,8%
LYP phosphatase,-5%,-5%,-4%,1%,-4%,1%,-12%,-7%
NOD1 inhibition,-50%,-3%,60%,-17%,-9%,-24%,-14%,-11%
XIAP displacement,-2.9%,nt,-5.8%,-3.2%,-4.1%,-2.8%,nt,-2.5%
TNAP activators,2.8,nt,1,1.1,1.1,1.1,nt,0.8
PMI inhibitors,6%,nt,-22%,6%,4%,-6%,nt,-26%
PMI inhibition,10%,nt,-6%,5%,2%,-2%,nt,-15%
KOR beta-arrestin-1,-2.0%,-2.2%,2.1%,1.9%,-5.5%,-1.8%,-1.2%,-0.6%
KOR beta-arrestin-2,0%,24%,-34%,33%,23%,7%,-26%,26%

9	O=S(=O)(O)CCN1CCOCC1
10	O=C1CC(N2CCCN(C3CC(=O)N(c4ccc(F)cc4)C3=O)CC2)C(=O)N1c1ccc(F)cc1 (stereo not given)
11	O=C(COC(=O)c1cccs1)c1ccc2c(c1)OCCO2
12	O=C(CCC(=O)N1CCSc2ccccc21)NCCc1ccccc1
13	CCN(c1ccccc1)S(=O)(=O)c1ccc(C(=O)N(CCN(C)C)c2nc3c(F)cc(F)cc3s2)cc1
14	COCC(=O)N1CCC(n2nnc3cc(C(F)(F)F)ccc32)CC1
15	Cc1ccc(S(=O)(=O)c2c(N)n(CC3CCOC3)c3nc4ccccc4nc23)cc1 (stereo not given)
16	S=C1NCN(Cc2cccnc2)CN1

screen / no.,9,10,11,12,13,14,15,16
HEK293 NOD2/NF-kB,14%,4%,-8%,18%,-5%,18%,10%,29%
LYP phosphatase,-5%,0%,-9%,-16%,-7%,-14%,-21%,-2%
NOD1 inhibition,10%,-11%,-6%,9%,-35%,-12%,-12%,-3%
XIAP displacement,-2.4%,-13%,-4.7%,nt,nt,-6.5%,-2.4%,nt
TNAP activators,1.1,1.2,1.2,nt,nt,1,1,nt
PMI inhibitors,-6%,4%,6%,nt,nt,3%,32%,nt
PMI inhibition,-9%,0%,4%,nt,nt,1%,22%,nt
KOR beta-arrestin-1,-4.8%,0.0%,-6.4%,-3.8%,6.6%,-3.1%,nt,-1.1%
KOR beta-arrestin-2,24%,-6%,0%,20%[20 µM],18%,12%[20 µM],-9%,23%

17	CCOC(=O)CNC(=O)c1c2c(nc3ccccc13)CCCC2
18	O=C(CCCC(=O)N1CCc2ccccc21)N1CCc2ccccc21
19	Cc1ccc(C(=O)Nc2ccc(C(=O)O)cc2)cc1S(=O)(=O)NCc1ccccc1
20	COc1cccc(NC(=O)[C@@H]2CCC(=O)N2C2OC(=O)c3ccccc32)c1 (stereo not given in full)
21	CNC(=S)Nc1ccc([N+](=O)[O-])cc1C
22	CN1CCN(NC(=O)COc2cccc(C(F)(F)F)c2)CC1
23	O=C(O)COc1cccc(NC(=O)C2CCCO2)c1 (stereo not given)
24	CNC(=O)c1c(C)[nH]c(=S)c(C#N)c1-c1ccco1

screen / no.,17,18,19,20,21,22,23,24
HEK293 NOD2/NF-kB,18%,1%,-3%,11%,1%,-25%,-17%,-197%
LYP phosphatase,-12%,3%,1%,-10%,0%,1%,-3%,0%
NOD1 inhibition,-3%,26%,-26%,2%,-28%,-22%,-28%,3%
XIAP displacement,-1.5%,-6.0%,-0.5%,nt,-3.3%,-0.2%,-2.6%,nt
TNAP activators,1.1,0.9,1.1,nt,1,0.8,1.1,nt
PMI inhibitors,7%,-12%,-16%,nt,-1%,2%,9%,nt
PMI inhibition,23%,-7%,-3%,nt,2%,-8%,7%,nt
KOR beta-arrestin-1,0.6%,-2.0%,-4.4%,-1.5%,-1.9%,2.8%,2.2%,3.1%
KOR beta-arrestin-2,-8%,12%,4%,-10%[20 µM],15%[20 µM],-3%,2%,-7%

25	Cc1ccccc1C(=O)N1CCC(C(=O)NC2CCCC2)CC1
26	COc1ccc(C)cc1S(=O)(=O)N1CCN(c2cccc(C(F)(F)F)c2)CC1
27	CS(=O)(=O)NCCSc1nnnn1-c1ccccc1
28	Cc1ccc(C)c(N(CC(=O)NC2CCCCC2)C(=O)c2csnn2)c1
29	CCCCNC(=O)NNC(=O)COc1cc(C)cc(C)c1
30	Cc1cc2c(cc1S(=O)(=O)N1CCc3ccccc31)NC(=O)CO2
31	COCCC(=O)N1CCC(Oc2ccc(C(=O)NC3Cc4ccccc4C3)cc2)CC1
32	CCOc1cc(/C=N/NC(=O)c2ccncc2)ccc1OC(=O)c1ccc([N+](=O)[O-])cc1

screen / no.,25,26,27,28,29,30,31,32
HEK293 NOD2/NF-kB,10%,18%,9%,-11%,6%,3%,30%,6%
LYP phosphatase,-8%,-2%,-10%,-8%,-6%,-3%,-8%,-4%
NOD1 inhibition,-43%,11%,-16%,-17%,-31%,-26%,-11%,-31%
XIAP displacement,nt,-5.5%,-2.6%,nt,-5.9%,-2.0%,nt,-5.2%
TNAP activators,nt,1.1,1.2,nt,1,1.1,nt,0.9
PMI inhibitors,nt,20%,3%,nt,-35%,-4%,nt,-13%
PMI inhibition,nt,21%,1%,nt,-53%,-4%,nt,-2%
KOR beta-arrestin-1,-4.5%,-3.4%,-5.2%,2.3%,-2.8%,-4.1%,1.1%,7.2%
KOR beta-arrestin-2,24%,35%,-3%,-14%,-28%,13%,15%,3%

33	CC(C)CC(NC(=O)COc1ccccc1)C(=O)O (stereo not given)
34	O=C(Nc1cc(Br)ccc1O)c1cc(-c2ccccc2)on1
35	COc1ccccc1OCCC(=O)OCC(=O)NC(C)c1ccccc1 (stereo not given)
36	O=C(NCCNc1ccc([N+](=O)[O-])cc1C(F)(F)F)c1ccc(F)cc1
37	Cc1ccccc1Nc1nc(N)c2ccccc2n1
38	CC1CCC(NC(=O)C(=O)Nc2ccc3c(c2)OCO3)CC1 (stereo not given)
39	CC(=O)C1=C(O)C(=O)N(CCc2c[nH]c3ccccc23)C1c1ccc(O)cc1 (stereo not given)
40	COc1ccc(NC(=O)CN2CCN(CC(=O)Nc3ccc(F)cc3)CC2)c(OC)c1

screen / no.,33,34,35,36,37,38,39,40
HEK293 NOD2/NF-kB,9%,18%,-1%,10%,-157%,-35%,1%,10%
LYP phosphatase,-18%,-12%,-1%,-4%,-9%,-8%,-7%,-5%
NOD1 inhibition,2%,-13%,-13%,5%,-14%,-62%,0%,-9%
XIAP displacement,2.9%,nt,1.2%,-5.9%,1.3%,nt,0.7%,nt
TNAP activators,1.1,nt,1.1,1,1.1,nt,1.1,nt
PMI inhibitors,-2%,nt,9%,13%,-4%,nt,-6%,nt
PMI inhibition,6%,nt,7%,28%,-1%,nt,-4%,nt
KOR beta-arrestin-1,-0.3%,1.7%,0.0%,9.2%,-7.5%,-3.9%,-3.3%,-1.4%
KOR beta-arrestin-2,5%,-52%[20 µM],30%,-18%,-18%[20 µM],20%,4%,-20%

Random excerpt: 7 compounds from above, in no set order.
4	Fc1ccc(Cc2nnc(-c3cccs3)o2)cc1
7	COc1ccc(OCC(=O)Nc2ccc3c(c2)nc(CCN2CCC(C)CC2)n3C)cc1
35	COc1ccccc1OCCC(=O)OCC(=O)NC(C)c1ccccc1 (stereo not given)
24	CNC(=O)c1c(C)[nH]c(=S)c(C#N)c1-c1ccco1
38	CC1CCC(NC(=O)C(=O)Nc2ccc3c(c2)OCO3)CC1 (stereo not given)
30	Cc1cc2c(cc1S(=O)(=O)N1CCc3ccccc31)NC(=O)CO2
17	CCOC(=O)CNC(=O)c1c2c(nc3ccccc13)CCCC2

screen / no.,4,7,35,24,38,30,17
HEK293 NOD2/NF-kB,0%,7%,-1%,-197%,-35%,3%,18%
LYP phosphatase,1%,-12%,-1%,0%,-8%,-3%,-12%
NOD1 inhibition,-17%,-14%,-13%,3%,-62%,-26%,-3%
XIAP displacement,-3.2%,nt,1.2%,nt,nt,-2.0%,-1.5%
TNAP activators,1.1,nt,1.1,nt,nt,1.1,1.1
PMI inhibitors,6%,nt,9%,nt,nt,-4%,7%
PMI inhibition,5%,nt,7%,nt,nt,-4%,23%
KOR beta-arrestin-1,1.9%,-1.2%,0.0%,3.1%,-3.9%,-4.1%,0.6%
KOR beta-arrestin-2,33%,-26%,30%,-7%,20%,13%,-8%

Additional records
41	CCC(=O)OCCNc1cc(SCCC(=O)OC)c2nonc2c1[N+](=O)[O-]
42	CCn1nc(C(=O)OCC(=O)c2c[nH]c3ccccc23)c2ccccc2c1=O
43	CCOC(=O)Cn1cnc2c(cnn2-c2ccc(Cl)cc2)c1=O
44	Cc1ccc2c(COC(=O)c3cnc(C)cn3)cc(=O)oc2c1
45	Cc1ccc[n+](CC2OCc3ccccc3CO2)c1
46	S=c1[nH]nc(-c2cc(-c3ccco3)[nH]n2)n1-c1ccccc1
47	Cc1sc2ncnc(N=Nc3c(O)[nH]c4ccccc34)c2c1C
48	Oc1c(N=Nc2ccc(F)cc2)ccc2ccccc12

screen / no.,41,42,43,44,45,46,47,48
HEK293 NOD2/NF-kB,6%,4%,-20%,2%,7%,15%,-11%,-48%
LYP phosphatase,-4%,-2%,-4%,-8%,-10%,-3%,-2%,-11%
NOD1 inhibition,-25%,-24%,-4%,-6%,-10%,8%,-29%,-70%
XIAP displacement,-5.3%,-9.5%,-1.8%,-2.6%,-5.1%,-3.2%,-3.6%,nt
TNAP activators,1,1.1,1.1,1.1,1,2.1,0.9,nt
PMI inhibitors,80%*,-2%,-2%,-8%,0%,2%,22%,nt
PMI inhibition,nt,0%,-1%,-3%,0%,1%,4%,nt
KOR beta-arrestin-1,0.0%,4.8%,-0.9%,3.1%,-4.6%,-0.5%,7.3%,-5.9%
KOR beta-arrestin-2,6%,2%,24%,-6%,-12%,-24%,10%,7%[20 µM]

49	CN(CCc1cnn(C)c1)Cc1nc(Cc2ccccc2)no1
50	CC(C)Nc1nc(N(c2ccccc2)c2ccccc2)nc(-n2ccnc2)n1
51	COc1ccc(C(=O)CC2OC(=O)c3c2ccc(OC)c3OC)cc1 (stereo not given)
52	CCOc1ccc(-c2nn(-c3ccccc3)cc2/C=C2\SC(N)=NC2=O)cc1C
53	CC(=O)N=c1sc2ccccc2n1C

screen / no.,49,50,51,52,53
HEK293 NOD2/NF-kB,4%,1%,0%,2%,-6%
LYP phosphatase,-7%,-5%,-11%,8%,-7%
NOD1 inhibition,0%,4%,-18%,7%,-2%
XIAP displacement,-5.2%,-1.5%,-3.8%,-10%,-1.2%
TNAP activators,1.1,1.1,1.1,1.1,1.2
PMI inhibitors,7%,8%,9%,2%,1%
PMI inhibition,1%,10%,11%,8%,4%
KOR beta-arrestin-1,-4.2%,-1.0%,76%,-2.7%,5.3%
KOR beta-arrestin-2,-28%,-26%,-4%,-12%,30%

High-throughput results from PubChem.

A portion of the library; rates above refer to the full screens.
